Yeast life ext = extends the lifespan of yeast; S. cerevisiae growth with nicotinamide, OD615; deaD strain in restrictive glucose medium; inhibition of the nicotinamide effect, % at 10 µM; 130,000 compounds, 0.68% hits; AID 775;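 active means inhibition above a set limit, placed 3 SD over the median of all compounds, cut at about 26% in these data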;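 further: 0% = nicotinamide-treated wells and 100% = cells grown without nicotinamide; some compounds called inactive have numbers as strong as hits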
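Test system – modified budding yeast, DeaD strain · Compound – single dose 10 µM compound, 0.25% DMSO · Times – culture preincubation 4 h, compound exposure 48 h, both 30 °C · Detection – optical density (absorbance) at 615 nm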
Measles CPE = protection of cells from measles virus. Measles virus-infected cells, CPE protection, absorbance. protection (pct of control), % at 4 µM. 140,000 compounds, 1.5% hits. AID 841; in the data active means protection mostly above about 24%, no sharp cut-off; inactive means mostly below about 26%; further: some compounds called inactive have numbers as strong as hits
HCT116 bCat-KO = beta-catenin-lacking colon tumor cell growth suppression | AID 818 | 140,000 compounds, 1.5% hits | HCT116 beta-catenin knockout viability, CellTiter-Glo, 60 h; active compounds read low | viability, % at 10 µM;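 active means viability at or under a set limit, the compound median less 4 SD, cut at about 6% in these data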;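 further: 0% = Hyamine 1622 control at 20 µM and 100% = untreated cell control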
Yeast growth inh = chemicals that inhibit yeast BB579 growth in restrictive medium (lifespan-shortening candidates); S. cerevisiae BB579 growth, OD615, 48 h; inhibition, % at 10 µM; 140,000 compounds, 0.51% hits; AID 804;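 active means inhibition above a set limit, 3 SD over the mean compound inhibition, cut at about 44% in these data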; further: inactives centre near -24
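Test system: Saccharomyces cerevisiae DeaD strain BB579, replicative lifespan model yeast | Buffer or medium: Restrictive CSMM-D medium | Doses: One dose, 10 µM compound with 0.25% DMSO | Incubation: 48 h exposure, 30 °C | Detection: Culture absorbance at 615 nm | Control set: Amphotericin B at 10 µg/mL as positive control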
GALR2 blocker = antagonists of human galanin receptor 2 (GALR2); inhibition, % at 4 µM; O43603; 140,000 compounds, 0.39% hits; GALR2-expressing cells, antagonist mode; in the data active means inhibition above about 27%;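 further: cells stimulated with galanin 1-16 at roughly its EC80; 0% = agonist challenge control and 100% = basal control without agonist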
Target sequence (O43603 whole entry, looked up): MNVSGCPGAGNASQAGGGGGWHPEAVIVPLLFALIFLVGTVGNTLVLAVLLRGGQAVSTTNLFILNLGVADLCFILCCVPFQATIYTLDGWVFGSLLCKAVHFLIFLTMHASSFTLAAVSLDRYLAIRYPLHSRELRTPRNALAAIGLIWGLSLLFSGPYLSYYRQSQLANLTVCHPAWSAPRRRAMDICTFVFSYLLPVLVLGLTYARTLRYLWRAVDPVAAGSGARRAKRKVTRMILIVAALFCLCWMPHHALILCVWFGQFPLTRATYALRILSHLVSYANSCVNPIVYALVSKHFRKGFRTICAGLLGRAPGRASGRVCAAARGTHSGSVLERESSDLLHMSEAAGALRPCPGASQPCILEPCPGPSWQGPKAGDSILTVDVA
NPY-Y2 antag = antagonists of human neuropeptide Y receptor Y2 | P49146 | NPY-Y2 expressing cells, antagonist mode | inhibition, % at 2.7 µM | 140,000 compounds, 0.99% hits; in the data active means inhibition above about 17%;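 further: 0% = vehicle with agonist challenge and 100% = reference antagonist with challenge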
Target sequence (P49146 whole entry, looked up): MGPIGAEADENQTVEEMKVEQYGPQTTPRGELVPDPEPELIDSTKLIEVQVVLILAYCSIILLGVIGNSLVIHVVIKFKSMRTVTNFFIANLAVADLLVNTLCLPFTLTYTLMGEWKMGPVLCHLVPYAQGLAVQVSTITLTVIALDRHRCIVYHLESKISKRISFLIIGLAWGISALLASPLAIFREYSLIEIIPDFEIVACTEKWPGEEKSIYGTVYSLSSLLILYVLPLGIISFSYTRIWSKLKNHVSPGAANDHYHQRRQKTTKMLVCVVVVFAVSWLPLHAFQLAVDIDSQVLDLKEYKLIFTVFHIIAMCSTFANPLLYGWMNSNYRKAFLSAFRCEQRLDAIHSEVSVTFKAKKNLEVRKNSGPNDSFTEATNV
PTEN del growth = PTEN-deleted cell growth suppression | 140,000 compounds, 1.2% hits | AID 827 | viability, % at 10 µM | HCT116 PTEN-null viability, CellTiter-Glo, 60 h; active compounds read low;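 active means viability at or below a set limit, 4 SD under the median of all tested compounds, cut at about 3.7% in these data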;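 further: PTEN knockout HCT116 line with beta catenin targeted HCT116 as companion control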
Phagocyt inh = blocks phagocytosis by macrophages. inhibition, % at 5 µM. J774A.1 macrophage IgG-bead phagocytosis, imaging. 110,000 compounds, 0.07% hits;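 active means inhibition above the mean of the plate negative controls plus 5 SD, cut at about 13% in these data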;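 further: phagocytic index as fraction of beads internalized from green versus red external bead signal; plate controls were DMSO negative control for no effect and cytochalasin-D positive control for full effect; some results beyond the cut were filed as inactive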
MRP1 act = MRP-1 activation | H69AR cells + doxorubicin, viability rescue, CellTiter-Glo | 140,000 compounds, 0.61% hits | viability increase, % at 10 µM;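 active means viability gain under doxorubicin at or above a set limit, the compound median plus 3 SD, cut at about 4.7% in these data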;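 further: MRP-1 overexpressing cells given doxorubicin 25 µM after compound pretreatment; 18-22 h compound pretreatment then 72 h with doxorubicin before readout; 0% = doxorubicin-only wells and 100% = vehicle-treated cells without doxorubicin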
E-sel TNF inh = TNF alpha driven E-selectin expression inhibition; HUVEC TNFa-induced E-selectin immunofluorescence, high content; 120,000 compounds, 0.71% hits; inhibition, % at 2 µM;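 active means inhibition above the batch mean plus 3 SD, and confirmed as a hit on visual image review, cut at about 43% in these data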;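 further: 0% = TNF-stimulated DMSO wells and 100% = unstimulated control wells; not every result past the cut was called active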
An asterisk follows results filed as active; nt = no result given.

SMILES	Yeast life ext	Measles CPE	HCT116 bCat-KO	Yeast growth inh	GALR2 blocker	NPY-Y2 antag	PTEN del growth	Phagocyt inh	MRP1 act	E-sel TNF inh
CCCCNC(=O)OCCNC(=O)Oc1cccc(C)c1	-3	15	95	-16	8	-1	89	0	-3.0	5
COc1ccc(S(=O)(=O)Nc2ccc(C)cc2)cc1OC	-1	21	101	-12	5	2	113	0	-0.4	nt
Cc1cccc(NC2=NC(C)(C)N=C(N)N2)c1C	-7	19	86	12	-14	-2	107	0	-1.3	-9
C/C(=N/Nc1cc(-c2ccccc2)nc(-c2ccccc2)n1)c1ccc(O)cc1	-4	2	17	-11	-10	-6	13	-14	-4.6	nt
C/C(CC(=O)Nc1cccnc1)=N\NC(=O)c1ccc([N+](=O)[O-])c(Cl)c1	5	29	97	-60	5	1	94	3	0.2	-6
Cc1ccc(S(=O)(=O)/N=C(/Nc2c(C)n(C)n(-c3ccccc3)c2=O)c2ccc(Cl)cc2)cc1	-6	2	98	-22	4	4	98	nt	-2.5	23
O=C(/C=C\c1cn(-c2ccccc2)nc1-c1ccccc1)Nc1nccs1	-2	3	1.6*	-40	19	-3	1.2*	-10	-4.2	nt
COc1ccc(/C(N)=N/OC(=O)Cc2cccs2)cc1OC	-6	20	93	-5	-3	2	97	7	-0.6	nt
CCC12OC(=N)C(C#N)(C1C)C(C#N)(C#N)C(c1ccccc1)O2 (stereo unspecified)	-2	8	91	-33	-9	4	98	-12	-2.4	nt
O=C(NCC#CCOCc1ccccc1)c1ccccc1	-3	18	99	-42	2	1	97	nt	-1.8	-18
CC1=C(C#N)C2C(/C1=N/O)C2(C)C (stereo unspecified)	63	9	92	-54	-18	2	96	-1	-0.3	nt
N#CCCn1cc(C(=O)O)c(-c2cc3ccccc3o2)n1	2	13	90	-17	3	0	92	-1	0.0	nt
CC(=O)Nc1ccc(N2C(=O)CC(N3CCN(Cc4ccc5c(c4)OCO5)CC3)C2=O)cc1 (stereo unspecified)	nt	10	104	-13	4	1	92	nt	-2.3	-7
CCOc1ccc(C2OC34CCCCC3C(C#N)(C#N)C2(C#N)C(=N)O4)cc1OC (stereo unspecified)	-1	18	91	-16	4	7	94	2	-1.6	-12
CCCCn1nnnc1SCC(=O)N1CCN(C(=O)c2ccco2)CC1	3	4	91	-26	1	2	100	0	-1.2	14
CCSC1=NSC2=NC(=O)/C(=C\c3coc4ccccc4c3=O)C(=N)N12	38*	11	98	-16	3	6	102	-11	-1.4	-6
O=c1c([N+](=O)[O-])cc(C(F)(F)F)cn1Cc1cccc(Cl)c1	-8	13	89	-34	3	0	96	nt	-2.8	52
C=CCn1c(-c2oc3nc(-c4ccccc4)cc(-c4ccccc4)c3c2N)n[nH]c1=S	-1	3	94	-5	5	2	98	-2	-2.7	nt
O=c1c2ccccc2c(C=Nc2cccc(O)c2)c(O)n1-c1ccc2c(c1)OCO2	-10	3	3.7*	-27	-12	-3	9	-1	-3.7	10
O=C(Nc1nnc(C2CC2)s1)c1ccc(S(=O)(=O)c2ccccc2)cc1	11	3	94	-43	-4	4	95	-1	-1.0	0
Cc1ccc(C(=O)NCc2ccc(N3CCN(C(=O)OC(C)(C)C)CC3)cc2)cc1	-22	6	86	-26	-4	0	83	nt	-2.3	9
Cc1ccc(NC(=S)N(CCCN2CCOCC2)Cc2ccccn2)cc1Cl	-3	24	88	10	10	0	95	5	-3.0	12
COc1ccc2cc3cc(C(=O)NCc4ccccn4)oc3nc2c1	-19	12	97	-30	9	2	97	nt	-1.1	-3
COCCCNC(=O)CNC(=S)N(Cc1ccc(F)cc1)C1CCCCC1	-6	19	88	-17	-5	-3	94	2	-3.7	-10
CCc1nnc(NC(=O)c2ccc(S(=O)(=O)N(CCOC)CCOC)cc2)s1	-6	4	97	-56	1	0	100	0	1.1	nt
O=C(CSc1n[nH]c(-c2ccc(Cl)cc2Cl)n1)Nc1ccccn1	-15	5	103	-47	-4	5	90	-1	-2.2	-3
O=C(COC(=O)CCCNC(=O)c1ccc(Cl)cc1)Nc1ccc(Br)cc1	8	112*	95	-3	-7	-2	100	-4	-2.1	nt
CCC(=O)Oc1ccc(-c2nc(-c3cccnc3)no2)cc1	-9	6	83	-22	0	1	90	-1	-3.6	23
CC(=O)N1N=C(c2ccncc2)OC12CCCC2	4	3	104	-26	2	3	94	0	0.5	10
COC(=O)CSc1nnc(-c2ccc3c(c2)OCO3)n1C	-12	2	96	-28	12	3	86	nt	-2.8	-1
COc1ccc(C(=O)n2nc(-c3ccccc3)nc2N)cc1OC	-10	14	95	-74	4	3	113	-2	-1.6	-10
CCOC(=O)CSc1nc2sc3c(c2c(=O)n1CC)CC(C)(C)OC3	-1	6	109	-21	-9	1	107	nt	-0.5	nt
COc1ccc(COC(=O)C2=C(C)NC(=O)NC2c2ccc(O)c(OC)c2)cc1 (stereo unspecified)	-4	3	109	-8	7	13	104	-1	1.8	nt
CC(=O)c1c(C)nc(-c2ccc(Cl)cc2Cl)n1O	22	15	89	-9	11	3	1.2*	nt	-2.2	-15
COc1ccc(C(O)c2nc3ccccc3n2C)cc1OC (stereo unspecified)	-4	18	43	-45	14	2	61	-3	-0.2	-21
CCOC(=O)CSc1nnc(CNC(=O)Cc2ccccc2)n1C	-5	7	91	-12	-11	3	97	-3	-1.6	-20
CCCCOC1(c2ccccc2)OC(=O)c2ccccc21 (stereo unspecified)	-6	18	79	-30	-1	1	77	nt	-2.0	-57
CCn1c(/C=C/c2cccc([N+](=O)[O-])c2)nc2ccccc2c1=O	-12	33	74	4	-4	3	69	nt	-0.6	nt
Cc1ccc(Cl)cc1N1CCN(CC(=O)Nc2ccc3[nH]c(=O)[nH]c3c2)CC1	-8	12	95	-105	-6	0	99	nt	-0.2	-2
Cc1c(C(=O)NCc2cccs2)oc2ccc(Br)cc12	-11	10	96	-41	-7	1	98	0	1.1	43
O=C(c1ccc(Cl)cc1)N1CCC(O)(CSc2ccccc2)CC1	13	4	112	-18	-3	2	100	0	-0.8	nt
C=CCn1c(SCC(=O)OCc2ccccc2)nc2c1c(=O)n(C)c(=O)n2C	-5	9	86	-10	4	4	95	2	-0.8	nt
c1cc2c3c(cccc3c1)C(N1CCCCCC1)=N2	3	14	59	-21	7	8	62	-1	-4.2	-53
C/C(=C1/SC(=S)N(CCC(=O)O)C1=O)c1ccc(O)cc1	-14	16	107	-30	-5	10	94	nt	1.9	6
CCOc1cc(/C=N/NC(=O)COc2nc(C)cc(COC)c2C#N)ccc1O	-3	8	97	-20	15	2	91	4	-0.1	1

Record cards, as listed above.
CCn1c(/C=C/c2cccc([N+](=O)[O-])c2)nc2ccccc2c1=O is entered as Yeast life ext: -12; Measles CPE: 33; HCT116 bCat-KO: 74; Yeast growth inh: 4; GALR2 blocker: -4; NPY-Y2 antag: 3; PTEN del growth: 69; Phagocyt inh: nt; MRP1 act: -0.6; E-sel TNF inh: nt
CCOC(=O)CSc1nc2sc3c(c2c(=O)n1CC)CC(C)(C)OC3 is entered as Yeast life ext: -1; Measles CPE: 6; HCT116 bCat-KO: 109; Yeast growth inh: -21; GALR2 blocker: -9; NPY-Y2 antag: 1; PTEN del growth: 107; Phagocyt inh: nt; MRP1 act: -0.5; E-sel TNF inh: nt

New compounds follow
SMILES	Yeast life ext	Measles CPE	HCT116 bCat-KO	Yeast growth inh	GALR2 blocker	NPY-Y2 antag	PTEN del growth	Phagocyt inh	MRP1 act	E-sel TNF inh
COc1ccccc1C(=O)O/N=C(\N)c1ccc(Cl)cc1	-22	2	94	-21	9	2	93	nt	-1.0	-9
c1coc(CNCC2OCCc3ccccc32)c1 (stereo unspecified)	29	5	101	-28	9	2	99	1	-1.6	-16
CC(C)c1nc(SCC(=O)N2CCN(c3ccccc3)CC2)c2c(=O)n(C)c(=O)n(C)c2n1	-7	13	32	-34	7	3	39	0	-0.7	-3
COc1ccc(NC(C)=O)cc1NC(C)C(=O)Nc1ccc(F)c(F)c1F (stereo unspecified)	-3	18	101	-18	7	-1	105	-1	-1.3	-10
Cc1nc2nc(Cc3ccccc3)[nH]n2c(=O)c1Cl	-3	20	96	-38	-8	2	103	0	0.6	nt
Cc1cc(C)nc(NC(=O)c2cc3ccccc3o2)n1	-10	6	80	-35	-9	1	90	3	-1.6	9
CCn1c(=N)n(CC(=O)C23CC4CC(CC(C4)C2)C3)c2ccccc21	1	9	60	-20	13	27*	65	1	-2.0	0
COc1cc(NC(=O)CSc2nc3[nH]ncc3c(=O)n2-c2ccccc2C)cc(OC)c1OC	-1	13	85	-46	-10	2	78	-3	-0.5	-8
CCCSc1nc2c(cnn2-c2ccc(Cl)cc2)c(=O)[nH]1	11	17	69	-53	4	1	69	0	-3.6	6
CCC(=O)N(Cc1cc(=O)[nH]c2ccccc12)c1cccc(C)c1	-7	12	88	-18	-2	2	80	0	-4.2	nt
N#CC1=C(N)Oc2n[nH]c(-c3ccccc3)c2C1c1ccsc1 (stereo unspecified)	nt	5	94	-51	16	12	97	nt	-2.0	2
CCn1cc(C(=O)OCC(=O)c2cc(C)n(-c3cccc(C(F)(F)F)c3)c2C)c(=O)c2ccc(C)nc21	3	7	91	-34	-9	11	89	4	-0.9	17
CCOC(=O)C1CCCN(C(=O)c2ccc(OC)c([N+](=O)[O-])c2)C1 (stereo unspecified)	4	12	87	0	-11	0	95	2	-1.6	nt
COC(=O)c1[nH]c2cccc(OC)c2c1NC(=O)CN1CCN(c2cccc(OC)c2)C(C)C1 (stereo unspecified)	-3	23	61	9	-8	2	58	0	-1.7	-10
NC(=O)c1cnn2c1NC(c1ccc(F)cc1)CC2C(F)(F)F (stereo unspecified)	-4	3	87	-43	8	1	110	-2	-0.8	-37
O=C(Cc1csc(N2CCOCC2)n1)N/N=C/c1cccc(O)c1	0	13	100	-72	1	1	102	0	-0.5	16
Cc1ccc2oc(=O)c3cnn(CC(=O)N(CCC(C)C)Cc4ccco4)c3c2c1	-7	21	94	-26	-7	12	90	-1	-2.1	13
CCOC(=O)c1cnn(-c2ncnc3sc(CC)cc23)c1N	nt	9	82	-37	-13	1	79	-1	-2.2	-9
CSc1nc(C2CC2)cc(-c2cccs2)c1C#N	-14	1	34	-5	-15	10	28	1	-5.3	-16
CC(=O)Nc1ccc(S(=O)(=O)Nc2nc3ccccc3nc2N2CCCCCC2)cc1	-2	8	98	-10	-3	-1	100	nt	0.1	nt
CC(=O)/C(=C/N(C)C)Sc1ccc(C)cc1	6	2	81	-25	-6	5	92	-2	-2.6	3
CCOC(=O)COc1ccc(/C=C2\NC(=S)N(CC)C2=O)cc1	-1	25	91	0	1	2	82	-3	-1.6	-7
CCOc1ccc(/C=N/n2cnnc2)cc1	-12	28	92	-17	14	1	100	-2	-1.1	-8
O=C(CSc1nnc(NC(=O)CN2CCOCC2)s1)Nc1ccccc1	-11	3	104	-42	7	-1	92	-1	-3.6	6
CN(c1ccc(OCC(=O)OCC(=O)Nc2ccc(Br)cc2)cc1)S(=O)(=O)c1cccs1	-4	4	95	-7	9	-1	105	0	-2.6	nt
Clc1ncc(CN2CCN(Cc3ccccc3)CC2)s1	-3	5	92	-29	-1	1	98	-1	-1.7	nt

Compounds as they come (roughly 6.4% active in at least one column).
